# Screening results (PubChem)
# TAAR1 antagonist – human TAAR1 antagonism. inhibition, % at 3 µM. CHO RD-HGA16 TAAR1, Fluo-8 calcium fluorescence, antagonist. 1.5% of 360,000 active. Q96RJ0;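 active = inhibition above a per-plate cutoff, the mean inhibition of test compounds on that plate plus 3 SD, cut at about 49% in these data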;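 note: 0% = DMSO plus EC80 beta-PEA response and 100% = DMSO alone without agonist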
# Target sequence (Q96RJ0 whole entry, looked up): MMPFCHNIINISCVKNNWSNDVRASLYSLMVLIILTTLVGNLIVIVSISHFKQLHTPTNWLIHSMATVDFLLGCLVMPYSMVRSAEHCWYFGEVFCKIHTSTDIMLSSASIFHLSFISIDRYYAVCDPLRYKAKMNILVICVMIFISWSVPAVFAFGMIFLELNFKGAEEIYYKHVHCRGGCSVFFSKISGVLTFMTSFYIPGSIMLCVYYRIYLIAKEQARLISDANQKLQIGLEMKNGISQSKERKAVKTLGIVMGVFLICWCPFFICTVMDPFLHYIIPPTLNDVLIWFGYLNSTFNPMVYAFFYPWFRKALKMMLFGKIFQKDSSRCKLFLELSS
#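 Assay system: CHO-derived RD-HGA16 cells stably expressing human TAAR1 plus Gα16. Timing: 140 s kinetic read after compound, 140 s after agonist. Technique: kinetic Fluo-8 calcium fluorescence measurement. Measure: % inhibition of agonist calcium response.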
# CHO-K1 Ca antag – counter-screen for M1 antagonists: effect in parental CHO-K1 cells; ATP-induced calcium, Fluo-8 fluorescence; inhibition, % at 3 µM; 0.6% of 360,000 active;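 active = inhibition above a per-plate cutoff, the plate's mean sample inhibition plus 3 SD, cut at about 24% in these data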;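 note: 0% = DMSO plus EC80 ATP and 100% = DMSO alone without ATP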
# M1 ag – agonists of human M1 muscarinic receptor; activation, % at 3 µM; AID 588814; P11229; CHO-K1 hM1, Fluo-8 calcium fluorescence, agonist mode; 0% DMSO, 100% acetylcholine EC100; 0.33% of 360,000 active;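 active = activation above the run's mean compound activation plus 3 SD, cut at about 16% in these data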;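 note: peak over basal fluorescence ratio within a 140 s kinetic read after compound addition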
# M1 PAM parental – counter-screen for M1 PAMs: effect in parental CHO-K1 cells; ATP EC20, Fluo-8 calcium fluorescence; 0% at ATP EC20, 100% at ATP max; AID 602247; 0.02% of 360,000 active; activation, % at 3 µM;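 active = activation above the run cutoff, the mean activation of all test compounds plus 3 SD, cut at about 40% in these data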;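 note: peak over basal fluorescence ratio in a 140 s read after ATP addition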
# CHRM1 antagonist – human CHRM1 antagonism; CHO-K1 hM1, Fluo-8 calcium fluorescence, ACh EC80 antagonist; 1.3% of 360,000 active; P11229; inhibition, % at 3 µM;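 active = percent inhibition above its own plate's cutoff, namely the mean of that plate's compound wells plus 3 SD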;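 note: peak over basal fluorescence ratio during 140 s after agonist addition; 0% = ACh EC80 plus DMSO and 100% = DMSO alone without agonist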
# TAAR1 ag – agonists of human TAAR1 | Q96RJ0 | CHO RD-HGA16 TAAR1, Fluo-8 calcium fluorescence; vehicle wells 0%, saturating PEA agonist 100% | activation, % at 3 µM | 0.99% of 360,000 active;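 active = activation above the mean activation of all test compounds in the run plus 3 SD, cut at about 38% in these data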
#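 System: CHO-derived RD-HGA16 cells with stable Gα16 and human TAAR1 / Times: 17-24 h plating, Fluo-8 75 min 37 °C, 30 min RT / Technique: calcium-sensitive Fluo-8 signal, excitation 470-495, emission 515-575 nm / Measure: % activation relative to PEA EC100 response / Benchmarks: DMSO and PEA EC100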
# CHO parental Ca – signal in parental CHO cells, OX1R antagonist counter-screen; parental CHO-K1, ATP-induced calcium, Fluo-8 fluorescence; inhibition, % at 5.6 µM; 0.63% of 330,000 active;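 active = inhibition above that plate's mean sample inhibition plus 3 SD, cut at about 26% in these data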;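 note: 0% = ATP-challenged DMSO wells and 100% = DMSO wells without ATP; some compounds past the cut are filed as inactive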
#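 Test system: untransfected parental CHO cell line; also added: ATP stimulus; dosing: 5.6 µM, single dose; signal: calcium-sensitive Fluo-8 fluorescence; measure: percent inhibition of ATP-evoked calcium rise, normalized to controls; benchmarks: low control ATP plus DMSO, high control DMSO only; replication: one well per compound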
# M1 ag parental – M1 agonist counterscreen hit in parental CHO-K1 cells. activation, % at 3 µM. AID 602248. 0.48% of 360,000 active. Fluo-8 calcium fluorescence; scaled to maximal ATP response, vehicle zero; in the data active = activation above about 15%;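 note: untransfected CHO-K1 host cells lacking M1 receptor as counterscreen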
# OXTR potentiator – potentiates the human oxytocin receptor response | P30559 | CHO-OTR cells, Fluo-8 calcium fluorescence, potentiator mode; 0% = oxytocin EC15, 100% = EC100 | activation, % at 3 µM | 0.061% of 320,000 active | AID 2445;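 active = activation above that plate's cutoff, the mean activation of tested compounds plus 3 SD, cut at about 6.6% in these data, passing the limit was not always enough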;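 note: 100% uses oxytocin at 75 nM as the full agonist control; some results filed as inactive read as strong as hits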
# Target sequence (P30559 whole entry, looked up): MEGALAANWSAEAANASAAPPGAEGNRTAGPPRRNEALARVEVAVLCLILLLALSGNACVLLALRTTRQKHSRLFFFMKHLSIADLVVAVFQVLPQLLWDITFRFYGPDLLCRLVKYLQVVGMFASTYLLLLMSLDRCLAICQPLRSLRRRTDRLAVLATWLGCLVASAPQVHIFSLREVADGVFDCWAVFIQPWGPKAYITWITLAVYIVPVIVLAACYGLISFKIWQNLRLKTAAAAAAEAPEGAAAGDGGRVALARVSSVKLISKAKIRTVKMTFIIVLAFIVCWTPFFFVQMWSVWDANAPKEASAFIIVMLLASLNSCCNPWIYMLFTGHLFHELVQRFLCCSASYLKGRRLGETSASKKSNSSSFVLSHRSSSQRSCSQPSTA
#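 Replication – single well per compound, singlicate · Assay system – CHO cell line stably expressing human OTR · Timing – 6 min pre-incubation, 100 s read · Measure – normalized max/min fluorescence ratio, % activation · Doses – 3.0 µM, one dose · Detection – Fluo-8 calcium dye fluorescence · Probe or stimulus – oxytocin near EC15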
# The depositor's hits bear a star; / = not tested or not shown.
smiles,M1 ag parental,TAAR1 ag,CHRM1 antagonist,CHO-K1 Ca antag,OXTR potentiator,M1 ag,TAAR1 antagonist,M1 PAM parental,CHO parental Ca
CN(Cc1ccc(OC(F)F)cc1)C(=O)c1cccc(S(=O)(=O)N2CCN(Cc3ccccc3)CC2)c1,11,5,33*,12,/,-3,49*,-7,/
COc1ccc(-n2ccnc2CN2CCN(C3CCCC3)C(CCO)C2)cc1 (stereo not given),-0.1,0,-4,-2,-1,-7,-23,-1,-20
O=C(O)c1ccccc1NS(=O)(=O)c1ccc(NNC(=S)Nc2ccc(OC(F)F)cc2)c([N+](=O)[O-])c1,-0.6,1,-9,-5,/,0,-6,-13,/
O=C1NC(=S)SC1=Cc1ccccc1C(=O)O,0.6,1,-3,-3,/,2,-4,11,/
COc1ccc(NS(=O)(=O)c2c(C(=O)N3CCCCCC3)c(C)n(C)c2C)cc1,-0.6,1,1,-7,-1,5,-5,-3,-21
COc1ccccc1CCc1nnc(N)s1,0.6,2,-17,-16,8,-3,-8,29,-2
O=C(c1ccoc1)N1CCC2(CC1)Oc1ccc(Cl)cc1C(=O)C21CC(c2ccccc2)=NO1 (stereo not given),0.1,13,13,4,-9,-2,33,-19,-13
CCOC(=O)c1ccc(NC(=O)CN2CCN(Cc3ccccc3)CC2)cc1,2.4,1,5,-11,-4,-6,-11,10,-1
Cn1c(SCC(=O)N/N=C/c2ccc(O)c(O)c2)nc2ccccc21,0.9,7,-12,-11,1,-5,0,11,-14
CCOC(=O)NC(=O)COC(=O)CNC(=O)c1cccc(OC)c1,0.2,2,-11,-11,-9,-3,-32,27,1
Clc1ccc(SCc2cn3ccsc3n2)cc1,-0.1,19,-16,-3,-5,-4,7,10,-26
O=C(NCc1ccncc1)C(=O)C1C(=O)Nc2ccccc21 (stereo not given),0.2,1,-15,1,-14,-1,-17,7,2
CCC(C(=O)OCC(=O)Nc1c(Cl)cccc1Cl)c1ccccc1 (stereo not given),1.0,10,-5,-14,-14,-7,-8,24,-21
CC[C@@]12C(=O)N(c3cccc(Br)c3)C(=O)N1[C@H](c1cccc(C)c1)[C@@H]1C(=O)N(Cc3ccccc3)C(=O)[C@@H]12,0.3,19,-13,-16,0,0,-11,22,-13
CN1CCC(NC(=O)c2cccs2)CC1,0.1,3,-10,-5,0,2,-11,9,-3
CC1Cn2c(nnc2-c2cccc(N)c2)S1 (stereo not given),0.3,2,-14,-6,0,-4,2,26,1
CC(C)Oc1ccc(C(CC(=O)O)NC(=O)C(Sc2ccccc2)c2ccccc2)cc1 (stereo not given),0.1,2,-6,-13,-3,-5,12,14,-10
C/C(=N\NC(=O)CSc1nc2ccccc2s1)c1cccnc1,1.3,9,0,-7,-9,-2,-9,7,-16
O=C(OCc1csc(-c2ccccc2)n1)c1ccc(O)cc1,2.1,2,-1,-5,-9,-2,10,-5,1
Cc1c(C=O)n(C)n(-c2ccccc2)c1=O,-0.1,0,-7,-6,-6,-5,-10,10,0
O=C1CCC(=O)N1CNc1cccnc1,-0.1,9,-7,-4,-5,-1,-32,11,14
CCN1CCN(c2ccc(NC(=O)c3ccc4c(c3)[nH]c(=O)n4Cc3ccc(OC)cc3)cc2)CC1,3.3,2,29,13,-3,-9,8,-1,-1
CCSc1nnc([C@H](Cc2c[nH]c3ccccc23)NC(=O)OC(C)(C)C)o1,1.0,10,-3,9,-15,-5,7,-4,-15
COc1ccc(C(=O)Nc2ccc(S(=O)(=O)N3CCOCC3)cc2)cc1[N+](=O)[O-],0.9,1,2,16,-4,3,8,-9,-7
CCC(C)[C@H](NS(=O)(=O)c1ccc(C)cc1)C(=O)N1CCC(C(=O)N[C@@H](Cc2ccccc2)C(=O)O)CC1 (stereo not given in full),0.2,5,-14,-4,-4,-2,-21,20,-2
CC1CCCN(C(=O)COc2ccc(-c3ccccc3)cc2)C1 (stereo not given),0.8,0,3,13,-17,-5,-1,-12,-8
O=C(Nc1ccc2c(c1)OCCO2)C1CCN(c2cnccn2)CC1,0.1,2,-9,5,-7,-5,-13,6,2
N#CCN1C(=O)C2CCCN2c2ccc(S(=O)(=O)N3CCOCC3)cc21 (stereo not given),0.1,5,-7,-6,-2,-8,7,3,-8
COc1ccc(-c2c(C#N)c(SCC(N)=O)nc3c2CCCC3)cc1,-0.2,32,10,3,-10,-4,-10,-3,-17
Cc1cc(NC2C3CC4CC(C3)CC2C4)n2ncnc2n1 (stereo not given),0.8,17,-18,-11,-9,-4,-27,11,-9
O=C(Cc1ccc(NC(=O)C2CCCN(C(=O)CCc3ccccc3)C2)cc1)Nc1cccc(C(=O)N2CCCC2)c1 (stereo not given),-0.1,0,6,-8,/,-8,-14,-4,/
O=C(O)c1ccc(S(=O)(=O)N2CCCC2)cc1,1.1,4,-13,-5,-5,1,3,22,-8

# 3 compounds drawn at random from the list so far, as already listed:
smiles,M1 ag parental,TAAR1 ag,CHRM1 antagonist,CHO-K1 Ca antag,OXTR potentiator,M1 ag,TAAR1 antagonist,M1 PAM parental,CHO parental Ca
N#CCN1C(=O)C2CCCN2c2ccc(S(=O)(=O)N3CCOCC3)cc21 (stereo not given),0.1,5,-7,-6,-2,-8,7,3,-8
COc1ccc(-c2c(C#N)c(SCC(N)=O)nc3c2CCCC3)cc1,-0.2,32,10,3,-10,-4,-10,-3,-17
O=C(Cc1ccc(NC(=O)C2CCCN(C(=O)CCc3ccccc3)C2)cc1)Nc1cccc(C(=O)N2CCCC2)c1 (stereo not given),-0.1,0,6,-8,/,-8,-14,-4,/

# Next section:
smiles,M1 ag parental,TAAR1 ag,CHRM1 antagonist,CHO-K1 Ca antag,OXTR potentiator,M1 ag,TAAR1 antagonist,M1 PAM parental,CHO parental Ca
COc1cc2c(cc1OC)CN(C(=O)CNS(=O)(=O)c1ccc(C)c(C)c1)CC2,1.5,4,-6,-11,-9,-6,-6,20,-17
CN(CC(=O)Nc1c(F)cccc1F)Cc1cccs1,0.0,5,1,-11,-8,-3,-27,-8,-15
CCOc1ccc(C(C)=O)cc1CSc1nnc(N)s1,0.3,-1,-3,-9,-9,-5,-11,8,-11
COc1ccc(CCNC(=O)CN2CCN(c3cccc(Cl)c3)CC2)cc1OC,1.4,7,-17,-11,-15,-2,-11,18,-16
O=C(NCc1ccccc1)C(c1ccc(O)cc1)N(C(=O)c1cnccn1)c1ccccc1 (stereo not given),9.1,17,21,4,-7,-3,63*,4,-16
Brc1ccc(CNc2cc3c(cc2Br)OCCO3)cc1,-0.2,12,-5,-8,-10,-5,-6,16,-19
O=C(N/N=C/c1cc([N+](=O)[O-])cc(Br)c1O)C12CC3CCC(CC(C3)C1)C2,0.8,50*,-5,-10,-7,-1,10,17,-9
Nc1cccc(C(=O)Nc2ccc(N)cc2Cl)c1,0.5,0,-7,-17,2,-1,-20,8,-2
COc1ccc(OC)c(S(=O)(=O)NCCOC23CC4CC(CC(C4)C2)C3)c1,3.2,11,11,0,-8,-2,-17,-7,-9
O=C(NCc1ccc(F)cc1)c1nc(-c2cccs2)no1,3.7,1,-13,-15,-13,-8,14,20,-2
O=C(NCCC1=CCCCC1)C1CCN(S(=O)(=O)c2cccs2)CC1,14,/,-1,6,-9,-6,/,8,-16
Cc1ccc(S(=O)(=O)NNC(=O)Nc2ccc(Cl)cc2)cc1,0.9,2,0,-10,-2,-6,-12,22,-7
COc1ccccc1N1CCN(CC(=O)NC(=O)NCc2ccccc2)CC1,6.5,1,-5,0,/,-3,-12,13,/
Cn1c(C(C#N)C(=O)Cc2cccc3ccccc23)nc2ccccc21 (stereo not given),0.0,8,-8,-2,-1,0,-16,20,-13
COc1ccc(S(=O)(=O)N2CCN(C(=O)c3cc(-c4ccc(C)cc4)n[nH]3)CC2)cc1,4.9,5,-9,-17,-18,0,8,16,9
Cc1cc(C)nc(NC(N)=NC2CCCCC2)n1,0.1,8,5,-7,-2,-11,-19,23,6
CSc1ccccc1NC(=O)COC(=O)CCCOc1ccc(C)cc1,1.4,-1,-4,8,/,0,-19,-4,/
COc1ccccc1Cc1noc(COc2cccc(C)c2C)n1,0.1,12,-6,4,-7,-5,-14,0,-12
CC(C)CNc1ncnc2c1ncn2[C@H]1CN(Cc2cccs2)C[C@@H](CO)O1,1.2,1,-28,-4,/,-1,-13,20,/
CCCCC(=O)Nc1ccc(C(=O)NNC(=O)c2ccco2)cc1,1.7,1,-2,5,-9,1,8,17,-11
Cc1ccccc1OCC(=O)Nc1nc2ccccc2[nH]1,0.6,9,-6,-8,-19,-2,-3,9,-13
Cc1ccc(C(=O)N/C(=C\c2cccs2)C(=O)NCCc2ccccn2)cc1C,1.1,2,1,1,-12,-5,5,3,-26
CN(C)C(=O)CSc1nc2cc(S(=O)(=O)N3CCOCC3)ccc2o1,2.1,1,-8,-14,0,-1,3,18,-4
O=C(Cc1c(F)cccc1Cl)N1CCCC1,0.5,7,-7,-17,-4,-4,-14,15,-16
Cn1cccc1CC(=O)NNC(=S)Nc1ccc(F)cc1,0.9,3,-3,-7,2,-8,6,21,-1
CC(C)=NNc1nc2c(c(=O)n(C)c(=O)n2C)n1C,-0.3,1,-4,1,-17,-1,-18,-11,-19
CCCN1C(=O)c2ccccc2NC1c1cc(OC)c(OC)c(OC)c1 (stereo not given),0.4,1,-17,-12,-2,-3,0,16,-9
CCOC(=O)c1c(C)nc2c(c1-c1cc(OC)c(OC)c(OC)c1)C(=O)c1ccccc1-2,0.8,1,0,-13,11*,-6,-7,15,-5
CCc1nn2c(=O)cc(COc3ccc(/C=C4\C(=N)N5N=C(C)SC5=NC4=O)cc3)nc2s1,0.2,0,-1,-7,-6,-8,-3,9,-8
O=C(Cc1ccc2c(c1)CCCC2)Nc1ccc2ccccc2c1,2.4,-4,-2,0,-8,-7,2,7,-21
C=CCn1c[n+](CC(=O)c2ccc(Br)s2)c2ccccc21,1.0,2,2,-11,1,-13,-4,19,-27
CS(=O)(=O)Nc1cccc(C2=NN(S(=O)(=O)c3ccccc3)C(c3cccs3)C2)c1 (stereo not given),1.8,26,-19,-17,-6,-1,4,3,-11
O=C(NCCC1=CCCCC1)C1CCN(C(=O)c2ccc(Cl)cc2)CC1,2.5,0,-8,-24,5,-1,-10,8,-26
CN1C(C(=O)NCC2CC2)CC2Cn3c(nc4cc(Cl)c(Cl)cc43)C21 (stereo not given),1.2,12,34,4,-3,-9,2,1,-3
